Source: PubChem BioAssay (The Scripps Research Institute Molecular Screening Center)
MMP13 fTHP cleavage – MMP13 inhibitors among fluorescent compounds, confirmation, biochemical, possible fluorescent artifacts, delta fluorescence (AID 734); MMP13 fTHP FRET cleavage, delta fluorescence 4 h; hits give high values; inhibition, %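 (each compound tested at 4 µM nominal in triplicate)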; 5,100 tested, under 10 active;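 active means inhibition above the mean inhibition over all tested compounds plus 3 SD, cut at about 75% in these data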;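 further: 0% = DMSO only wells and 100% = 8 µM reference MMP13 inhibitor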
The depositor's hits bear a star. An excerpt; rates above refer to the full screens.

SMILES | MMP13 fTHP cleavage
CCCCOc1nc2ccccc2nc1C(C#N)C(=O)NC1CCCCC1 (stereo not drawn) | 3
COc1ccc2nc3oc(C(=O)NCc4cccs4)cc3cc2c1 | -8
COC(=O)c1ccc(Cn2cnc3c(sc4nc(N5CCOCC5)c5c(c43)CCCC5)c2=O)o1 | 8
COc1ccc2cc(C(c3nnnn3C(C)(C)C)N3CCc4ccccc4C3)c(=O)[nH]c2c1 (stereo not drawn) | 8
COc1ccc(-c2[nH]c(-c3cccc(OC)c3)nc2SCC(=O)NCc2ccco2)cc1 | 7
Clc1ccc2c(c1)[C@H]1OCC[C@H]1[C@@H](c1ccco1)N2 | 1
CCS(=O)(=O)c1nc(NC(C)=O)n[nH]1 | 3
CCOCCCn1c(=NC(=O)c2cccnc2)c(C(=O)OCC)cc2c(=O)n3ccccc3nc21 | 1
COc1ccc(-c2cn3cc(C)ccc3n2)cc1OC | 3
N#Cc1nc(-c2ccc(OCc3ccccc3)cc2)oc1N1CCC(C(N)=O)CC1 | -16
CCCCc1cc(=O)oc2cc(C)cc(OC(C)C(=O)O)c12 (stereo not drawn) | -15
O=C(Nc1nccs1)c1c(O)c2cccc3c2n(c1=O)CCC3 | 1
Cc1nn(Cc2ccccc2)c(N)c1-c1ccccc1 | 3
COc1ccc(-c2nsc3c(N4CCN(C(=O)c5ccco5)CC4)ncnc23)cc1 | 1
Cc1cnn(Cc2ccccc2)c1N | 5
N#Cc1nc(-c2ccco2)oc1N1CCN(Cc2ccccc2)CC1 | 3
CNc1oc(-c2ccc(Cl)cc2)nc1C#N | -27
CCCCCSc1nc2c(c(=O)[nH]c(=O)n2C)n1C | 2
COC(=O)c1nn(-c2ccc(-c3ccccc3)cc2)cc1O | -1
CCOC(=O)c1sc2nc(CC(=O)OC)nc(NCc3ccco3)c2c1C | 1
C=CCN(CC=C)c1nc2ccccc2nc1C(C#N)C(=O)OC(C)C (stereo not drawn) | 11
O=C(O)c1cc2cc(F)ccc2[nH]1 | 1
COc1cc(OC)c2c(C)cc(=O)oc2c1 | -32
Cc1cccc(C2Nc3ccccc3C(=O)N2c2ccccc2)n1 (stereo not drawn) | -1
CCOc1ccc2cc(C#N)c(SCC(=O)OC)nc2c1 | 4

Reformatted field by field: three of the compounds above.
CCOC(=O)c1sc2nc(CC(=O)OC)nc(NCc3ccco3)c2c1C
  MMP13 fTHP cleavage = 1

C=CCN(CC=C)c1nc2ccccc2nc1C(C#N)C(=O)OC(C)C (stereo not drawn)
  MMP13 fTHP cleavage = 11

O=C(O)c1cc2cc(F)ccc2[nH]1
  MMP13 fTHP cleavage = 1

New compounds follow.
SMILES | MMP13 fTHP cleavage
CCOC(=O)c1oc2nc(C)c3c(c2c1N)CC(C)(C)OC3 | -6
CCc1cc(=O)oc2cc(OC(C)=O)cc(OC(C)=O)c12 | -123
CCOC(=O)N1CCC(NC(=O)c2ccc3c(c2)N(C)CCS3)CC1 | -12
CCCCOn1c(C)c(C(=O)OCC)c2c3no[n+]([O-])c3ccc21 | 2
Nc1c(C(=O)NCCN2CCOCC2)c2nc3ccccc3nc2n1-c1ccc2c(c1)OCO2 | 4
CCOC(=O)N1CCC(NC(=O)CSCc2nc(-c3ccc(OC)c(OC)c3)oc2C)CC1 | 7
Cc1ccc(S(=O)(=O)N2CCN(c3nc(C)c4c(c3C#N)CC(C)(C)OC4)CC2)cc1 | 3
C=CCn1c(SCC(=O)OC)nc2sc3c(c2c1=O)CCN(C)C3 | 7
Cc1ccc(NS(=O)(=O)c2cc(C(=O)O)ccc2Cl)c(C)c1 | 0
CSc1cccc(NS(=O)(=O)c2ccc3c(c2)oc(=O)n3C)c1 | -1
O=C(Nc1ccc2nc(-c3cccs3)[nH]c2c1)c1ccco1 | 3
CCOc1cc(S(=O)(=O)NCC2OCCc3ccccc32)c(OCC)cc1-n1cnnn1 (stereo not drawn) | -5
Fc1ccc2c(c1)[C@H]1OCC[C@H]1[C@@H](c1ccco1)N2 | 5
CCCCn1c(NC(=O)c2ccccc2)c(C#N)c2nc3ccccc3nc21 | 10
CSc1nc2sc3c(c2c2nnnn12)CCCC3 | 1
CCOC(=O)c1c(CN2CCCCC2)oc2ccc(OC)cc12 | 1
Clc1ccc(-c2nnc(-c3ccc(Br)o3)o2)c(Cl)c1 | 5
Cc1cc(C)c2nc(N3CCCC3)c(C#N)cc2c1 | 7
Cc1cc(=O)[nH]c2n[nH]c(-c3ccccc3)c12 | 0
c1csc(Cc2nn3c(-c4ccncc4)nnc3s2)c1 | 3
Cc1nc2cc(NCc3nc4ccccc4n3Cc3ccccc3)ccc2n1C | 2
Cc1ccc2cc3cc(C(=O)NCCC(C)C)oc3nc2c1 | -20
Cn1c(-c2ccc(N)cc2)nc2ccccc21 | 2
CC1CCN(C(=O)CSc2nnc(-c3ccc(S(=O)(=O)N4CCOCC4)cc3)n2C)CC1 | 6
Cc1ccc2c(c1)c1c3n2CCN(C(=O)CN2CCN(C)CC2)C3CCC1 (stereo not drawn) | 3

Filtered by structure, the entries above containing a COOH group.
SMILES | MMP13 fTHP cleavage
CCCCc1cc(=O)oc2cc(C)cc(OC(C)C(=O)O)c12 (stereo not drawn) | -15
O=C(O)c1cc2cc(F)ccc2[nH]1 | 1
Cc1ccc(NS(=O)(=O)c2cc(C(=O)O)ccc2Cl)c(C)c1 | 0

Carrying on.
SMILES | MMP13 fTHP cleavage
CC(=O)Cc1nsc(NC(=O)c2ccc(-c3ccccc3Cl)o2)n1 | -6
O=C(CSc1ccc2nnc(-c3cccnc3)n2n1)NCc1ccco1 | 5
CSc1ccc(/C=N/n2nnnc2N)cc1 | 7
COCCOC(=O)C1=C(C)OC(N)=C(C#N)C1c1ccco1 (stereo not drawn) | 1
Cn1cc(-c2nc3ccccc3[nH]2)c2ccccc21 | -2
CCN(CC)CCCNC(=O)c1cn(C)c2ccc(S(=O)(=O)N(C)C)cc2c1=O | -2
COC(=O)CC1SC(=O)NC1=O (stereo not drawn) | 3
CCS(=O)(=O)N1CCC(C(=O)NCc2ccc(F)cc2)CC1 | 3
CC1CCCN(C(=O)C2CCN(CCCc3ccccc3)CC2)C1 (stereo not drawn) | 3
CC(C)OCCCn1c(=NC(=O)c2ccncc2)c(C#N)cc2c(=O)n3ccccc3nc21 | -39
CCC(C)NC(=O)c1c(N)n(/N=C/c2ccccn2)c2nc3ccccc3nc12 (stereo not drawn) | -1
CSc1c(CC(=O)NCCO)n(C)c2ccccc12 | 7
COC(=O)Cc1c(C)c2ccc(OCC(=O)N3CCOCC3)cc2oc1=O | 11
COc1ccc(N=c2oc3cc(O)ccc3cc2C(=O)NCC2CCCO2)cc1 (stereo not drawn) | 1
CCn1c2ccccc2c2nc3cc(OC)c(OC)cc3nc21 | 4
Cc1cc(C)n(-c2nc(NCc3cccnc3)c3c4c(sc3n2)COC(C)(C)C4)n1 | 1
CC(=O)c1cccc(NC(=O)c2cc(C)no2)c1 | 1
O=c1n(Cc2ccccc2)c2cc(Cl)cnc2n1Cc1ccccc1 | 2
COCc1nc(-c2ccc(-c3ccc(OC)cc3)nc2OC)no1 | -13
Cc1c(Cc2ccccc2)c(=O)oc2c(C)c(OCc3nn[nH]n3)ccc12 | 4
CCCc1cc(=O)oc2cc(C)cc(OCc3nn[nH]n3)c12 | -10
Cc1cc(=O)n2[nH]c(-c3ccc(F)cc3)cc2n1 | 2
CCOc1ccc2[nH]c(=O)c(C(c3nnnn3Cc3ccco3)N3CCC(C)CC3)cc2c1 (stereo not drawn) | 9
CCN(CC)CCn1c2ccccc2c2cnc(N=CN(C)C)c(C#N)c21 | 2
Cc1ccccc1OCC(=O)Nc1ccc(N2CCN(S(C)(=O)=O)CC2)cc1 | 3

Continuation:
SMILES | MMP13 fTHP cleavage
C=C1c2cc(OC)ccc2NC(=O)N1CC | 1
O=C(Nc1nc2nc(-c3ccccc3)cc(-c3ccccc3)n2n1)c1ccco1 | -23
CN(C)c1ccc(C(=O)N2CC(=O)N(CCc3ccccc3)C(=O)C2)cc1 | 0
O=c1[nH]c(-c2ccccc2)c(-c2ccccc2)[nH]1 | 9
CN(C(=O)C1CCOC1)c1nnc(-c2ccccn2)s1 (stereo not drawn) | -10
CN(C)CCCN1C(=O)c2oc3ccc(Cl)cc3c(=O)c2C1c1cccnc1 (stereo not drawn) | 6
Cc1cc(N2CCOCC2)nc2ccc(NC(=O)C3CCC(C)CC3)cc12 (stereo not drawn) | -6
COc1ccccc1C(=O)Nc1ccc2oc(-c3ccc(F)cc3)nc2c1 | 9
COCCN1C=C(C(=O)OC)C(c2ccc3c(c2)OCO3)C(C(=O)OC)=C1 | 8
CCCc1cc(-n2ccnc2)n2c(nc3ccccc32)c1C#N | -2
CCc1cc2c(CN3CCN(CCO)CC3)cc(=O)oc2cc1O | -5
Cc1cc(C)c2cc(C#N)c(NCCCNC(=O)CCC(=O)O)nc2c1 | 6
CCOc1ccc(-c2nc(C#N)c(NCC(C)C)o2)cc1 | -13
COc1ccc(Cl)cc1NC(=O)CN1CCC(n2nnc3cc(F)ccc32)CC1 | 0
Cc1ccc(-c2cc(C(=O)OCC(=O)Nc3cc(C)on3)c3ccccc3n2)c(C)c1 | 5
O=C(O)c1cc(Cl)c2ccccc2c1O | -3
CCN(CC)c1ccc(-c2nc3cnccc3n2C)cc1 | 9
CCOc1ccc2nc(NCCNC(=O)Nc3ccccc3)c(C#N)cc2c1 | -1
Cc1ccc2nc3sc(C(=O)N4CCOCC4)c(N)c3cc2c1 | 3
CCN1C(=O)c2cccc3c(S(=O)(=O)NCCCN4CCOCC4)ccc1c23 | -11
CCCC(NS(=O)(=O)c1ccc(Br)cc1)C(=O)O (stereo not drawn) | 5
COC(=O)c1ccc(C(=O)OC)c(N)c1 | -9
COCCCn1c(=NC(=O)c2ccncc2)c(C#N)cc2c(=O)n3cccc(C)c3nc21 | -12
CC1(C)N(O)CC(c2cccs2)=[N+]1[O-] | 4
CN(Cc1ccccc1)c1oc(-c2ccco2)nc1C#N | 9

In a second layout: 4 of the compounds above.
| smiles | MMP13 fTHP cleavage |
| --- | --- |
| CCN(CC)c1ccc(-c2nc3cnccc3n2C)cc1 | 9 |
| CCCC(NS(=O)(=O)c1ccc(Br)cc1)C(=O)O (stereo not drawn) | 5 |
| CC1(C)N(O)CC(c2cccs2)=[N+]1[O-] | 4 |
| CN(C)CCCN1C(=O)c2oc3ccc(Cl)cc3c(=O)c2C1c1cccnc1 (stereo not drawn) | 6 |

Next section
SMILES | MMP13 fTHP cleavage
COc1ccc(CCNc2oc(-c3ccccc3OC)nc2C#N)cc1OC | -12
CCCN(CCC)CCNC(=O)c1cc2c(C)nc3ccccc3c2o1 | 0
Fc1cc(Br)ccc1Nc1nc2ccccc2n2nnnc12 | 3
Cc1ccc2cccc(SCC(=O)N3CCOCC3)c2n1 | 6
Cn1c(=O)[nH]c(=O)c2c1nc(CN1CCN(c3ccc(F)cc3)CC1)n2CCc1ccccc1 | 3
CCOC(=O)Cc1c(C)c2c(O)cc(O)cc2oc1=O | 23
Cc1noc(C)c1CSc1nnc2scc(-c3ccccc3)n12 | 3
CC1OC(Nc2cccc3ccccc23)C(O)C(O)C1O (stereo not drawn) | 0
COc1ccc(N2CCN(C(=O)CSc3ncccc3-c3nc4ccccc4[nH]3)CC2)cc1 | 6
COc1ccc(-c2nc(C#N)c(N3CCCCCC3)o2)cc1 | 0
COc1ccc(CCn2c(-c3ccco3)nc3ccccc3c2=O)cc1OC | 3
Brc1ccc(-c2nnc(-c3ccc4c(c3)OCO4)o2)o1 | 3
Cc1nc2ccccc2c2oc(C(=O)NCCN3CCCCC3C)cc12 (stereo not drawn) | 3
